Bioassay records from PubChem BioAssay.
Tau FP inhib: inhibitors of human tau fibril formation; P10636; K18 P301L tau heparin fibrillization, Alexa594 FP, 6 h; Potency, µM (highest dose often 57.7 µM), without a hit: top-dose activity, negative = inhibition, usual class: inhibitors; 280,000 tested, 0.39% active; further: potency means the concentration at half of the fitted maximal effect; on the % scale 0 is the no-effect control and ±100 the full control effect; nearly all actives have a fitted effect of over 55% in size
Target sequence (P10636 561-689 P618L limits assumed): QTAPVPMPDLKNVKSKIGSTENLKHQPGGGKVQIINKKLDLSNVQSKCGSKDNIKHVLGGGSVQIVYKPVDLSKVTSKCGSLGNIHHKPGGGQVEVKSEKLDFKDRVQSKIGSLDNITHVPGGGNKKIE
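Read-out: fluorescence polarization of Alexa 594-labeled tau (0.24 uM), 555 nm excitation, 632 nm emission. Mixtures held 15 uM unlabeled K18 P301L, compound and 20 uM heparin, pH 7 acetate buffer, incubated 6 hr at 37 C.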
CBFb-RUNX1 inh: CBF-beta/RUNX1 interaction disruption. AID 1477. 230,000 tested, under 10 active. Q01196+Q13951. AlphaScreen CBFb-His/RUNX1-biotin binding, biochemical. Potency, µM (top dose mostly 59.8 µM), without a hit: top-dose activity, negative = inhibition, most hits filed as inhibitors; further: % of control where 0% means no effect
Target sequence (Q01196 whole entry, looked up): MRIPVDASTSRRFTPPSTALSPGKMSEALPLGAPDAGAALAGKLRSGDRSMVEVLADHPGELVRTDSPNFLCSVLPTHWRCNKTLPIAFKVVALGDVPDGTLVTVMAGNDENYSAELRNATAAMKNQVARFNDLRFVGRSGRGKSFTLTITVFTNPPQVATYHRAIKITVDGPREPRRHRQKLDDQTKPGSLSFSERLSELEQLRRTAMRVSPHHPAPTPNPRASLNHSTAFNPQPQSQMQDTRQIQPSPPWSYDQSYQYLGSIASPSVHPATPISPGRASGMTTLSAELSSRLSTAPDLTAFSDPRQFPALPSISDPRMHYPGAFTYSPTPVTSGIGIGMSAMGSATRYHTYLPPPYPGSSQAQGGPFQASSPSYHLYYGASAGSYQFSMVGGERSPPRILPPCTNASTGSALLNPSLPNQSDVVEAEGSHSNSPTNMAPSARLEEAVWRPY
Target sequence (Q13951 whole entry, looked up): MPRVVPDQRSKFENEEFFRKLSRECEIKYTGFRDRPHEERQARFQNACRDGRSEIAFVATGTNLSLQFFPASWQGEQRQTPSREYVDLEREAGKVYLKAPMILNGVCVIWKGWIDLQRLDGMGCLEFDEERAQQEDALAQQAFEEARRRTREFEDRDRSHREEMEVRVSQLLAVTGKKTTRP
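Interaction loss through any mechanism counts as activity. Pre-formed complex of His-CBF-beta and biotin-RUNX1 (30 nM apiece) is incubated with compound 15 min, then with 50 ng nickel and 50 ng streptavidin beads for 90 min before AlphaScreen detection.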
NPSR antagonist: antagonists of human neuropeptide S receptor cAMP signaling; Q6W5P4; CHO-NPSR cells, cAMP TR-FRET, antagonist mode; Potency, µM (doses to about 38.3 µM), for the others: at the highest dose activity change, negative = inhibition, hits mostly inhibitors; 220,000 tested, 1% active; AID 1461; further: potency means the concentration at half of the fitted maximal effect; on the % scale 0 is the no-effect control and ±100 the full control effect; nearly all actives have a fitted effect of over 50% in size; many of its hits are not listed in these tables
Tau fluor cs: counter-screen for tau fibril formation inhibitors; tau K18 P301L (four-repeat tau fragment) Alexa594 fluorescence, heparin fibrillization; 280,000 tested, 0.93% active; Potency, µM (highest dose often 57.7 µM), inactives show at the highest dose activity change, negative = decrease; further: potency means the concentration at half of the fitted maximal effect; on the % scale 0 is the no-effect control and ±100 the full control effect; nearly all actives have a fitted effect of over 55% in size
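Human K18 P301L tau (15 uM unlabeled plus 0.24 uM Alexa 594-labeled, final) in 100 mM sodium acetate pH 7 was mixed with compound and 20 uM heparin and incubated 6 hr at 37 C.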
TRb-SRC2 inh: TRbeta-SRC2 interaction inhibition | P10828 | TRbeta-SRC2 peptide binding, fluorescence polarization; receptor liganded with 1 µM T3 | Potency, µM (titrated, usually from 106 µM), for the others: top-dose activity change, negative = inhibition, actives largely listed as inhibitors | 280,000 tested, 0.065% active | AID 1469;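 further: potency means the concentration at half of the fitted maximal effect; plate controls were bound peptide for no effect and peptide without receptor for full effect; nearly all actives have a fitted effect of over 50% in size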
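Human TRb ligand-binding domain (0.6 uM) is mixed with 20 nM Texas Red SRC2 peptide and 1 uM T3; after compound addition and 5 hr at ambient temperature, polarization is measured and normalized to unbound and bound controls.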
GLA spleen mod: inhibitors or activators of human alpha-galactosidase in spleen homogenate; 240,000 tested, 0.008% active; Potency, µM (titrated, usually from 80 µM), inactives show top-dose activity change, negative = inhibition, usual class: inhibitors; AID 2107; human spleen homogenate, 4MU-alpha-Gal fluorescence, 40 min; P06280;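 further: potency means the concentration at half of the fitted maximal effect; 0% = enzyme with vehicle and -100% = no enzyme basal signal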
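Human spleen homogenate (1 ug) was the enzyme source, with 4-methylumbelliferyl-alpha-D-galactopyranoside (1 mM final) in pH 5.0 citrate buffer with 0.01% Tween-20. Compounds were titrated; after 40 min at 37C, NaOH/glycine stop, 4-MU fluorescence read; AC50 from Hill fits.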
Epigenetic reg: regulators of epigenetic silencing causing reporter derepression in mouse cells. AID 1865. Potency, µM (doses to about 53.9 µM), for inactives: at the highest dose GFP activation, most hits filed as activators. 280,000 tested, 0.2% active. murine LDR cells, GFP reporter derepression, 30 h; further: potency means the concentration at half of the fitted maximal effect; % of control where 0% means no effect; nearly all actives have a fitted effect of over 60% in size
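Murine LDR cells carrying a silenced, genomically integrated CMV-driven GFP reporter were exposed to compound for 30 hours at 37 C. After PBS washes, GFP-positive cells (20–120 um objects) were counted by laser-scanning microplate cytometry.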
TexasRed fluor: Texas Red fluorescence interference in TRb-SRC2 counter-screen; 280,000 tested, 0.29% active; AID 1479; TRb/SRC2 Texas Red total fluorescence interference; Potency, µM (titrated, usually from 106 µM), for the others: top-dose fluorescence change, negative = quenching; active means well fitted curve in either direction with a large enough effect; inconclusive means small, poorly fitted or top-dose-only effect; further: potency means the concentration at half of the fitted maximal effect; on the % scale 0 is the no-effect control and ±100 the full control effect
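Flags fluorescent or light-absorbing compounds by total fluorescence, S + 2P, at 555 nm excitation and 632 nm emission. Mixture: 20 nM Texas Red SRC2 peptide, 0.6 uM human TRb LBD, 1 uM T3, 5% DMSO; compound exposure 5 h at ambient temperature.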
* marks the source's active call; other numbers are inactive results; ? = inconclusive; · = not tested or not shown; & = joins results of further samples; [ ] = remark or other dose. Unless noted, the call rests on the fitted dose curve; in most records, active means well fitted curve in the direction sought with a large enough effect; inconclusive means small, poorly fitted or top-dose-only effect, or another doubt; inactive means no such curve, though single readings can be large; an effect the other way counts as inactive or inconclusive. This is a subset; the hit share may differ from the screen's.

SMILES | Tau FP inhib | CBFb-RUNX1 inh | NPSR antagonist | Tau fluor cs | TRb-SRC2 inh | GLA spleen mod | Epigenetic reg | TexasRed fluor
O=C(Cn1nc(-c2ccc(Cl)cc2)ccc1=O)N1CCC2(CC1)OCCO2 | 3.6% | -2.0% | 16.6% | -6.0% | 0.9% | 5.2% | 0.9% | -4.4%
CCCC(C)n1[nH]c(=O)c2c1NC(=O)CSC2c1ccc(OC)cc1 (configuration not stated) | 0.4% | -1.0% | -4.1%[46.1 µM] | -3.5% | -1.7% | -4.8% | 11.4% | 0.6%
CS(=O)(=O)NCc1nnc2n1-c1ccc(Cl)cc1C(c1ccccc1)=NC2 | 7.0% | 1.7% | 2.5% | 7.0% | -2.1% | 1.6% | -2.0% | -2.7%
C/C(=N\N=C(N)N)c1ccccc1 | 6.3% | 2.7% | -3.1% | -2.0% | 6.2% | 0.2% | 1.0% | -0.8%
CN(C)c1ccc(C=C(C#N)C#N)cc1 | -0.3% | -1.3% | 9.7% | -6.9% | 2.7% | -18.0% | 0.0% | 5.8%
CCCCCc1cc(O)c2c3c(c(=O)oc2c1)CN(C)CC3 | 5.3% | 7.2% | -37.5% | -28.4% | 8.3% | 2.6% | 1.1% | -4.5%
O=C(Cc1ccccc1)Oc1cccc(-n2cnnn2)c1 | 5.3% | 3.2% | 10.4% | 3.0% | 0.9% | -7.3% | 2.1% | -1.6%
COC[C@]12CN(C=O)C3C4C(OC)C1[C@@]3(C1CC3(O)C(OC)C(O)C4(OC(C)=O)C1C3OC(=O)c1ccccc1)[C@@H](OC)CC2O (some centres not stated) | -10.8% | · | · | -7.5% | 0.0% | -5.6% | -4.8% | -3.9%
O=C(COc1ccccc1)N1CCN(C/C=C/c2ccccc2)CC1 | -2.5% | 0.1% | -3.5%[46.1 µM] | -6.8% | -3.3% | -4.2% | -2.6% | 1.7%
c1ccc(-c2nc(N3CCOCC3)s[n+]2-c2ccccc2)cc1 | 1.1% | 5.9% | 2.6% | -6.8% | -3.9% | -3.2% | -2.0% | -4.4%
N#CC(C#N)=NNc1ccc(S(=O)(=O)N2CCCC2)cc1 | 15.1% | ? | -28.6% | -28.0% | 6.4% | 1.2% | -1.0% | -11.3%
CCOCC(=O)NC1CCSC1=O (configuration not stated) | 11.7% | -2.4% | -6.3%[46.1 µM] | 9.5% | 0.1% | 4.4% | 0.7% | -6.5%
CCn1cc(C(=O)NCc2ccccc2)c2ccccc21 | -8.3% | ? | -11.9% | 1.0% | 1.9% | -2.6% | -0.4% | 0.6%
Cc1cc(CN(C)C)c(OC(=O)N(C)C)cc1C | 7.9% | -0.2% | 3.4%[46.1 µM] | 4.5% | 2.6% | 5.6% | -2.6% | 1.5%
CCCCC(=O)N/N=C/c1c(O)n(CCc2ccc(OC)c(OC)c2)c(=O)[nH]c1=O | -9.0% | ? | 7.6% | -16.5% | -0.2% | 2.6% | -1.0% | -3.3%
Cc1cccc(CN2C(=O)CN=C(c3ccccc3)c3ccccc32)c1 | -11.2% | · | · | -17.3% | -3.9% | · | -1.1% | -11.5%
c1ccc(C2CC3CC(c4ccco4)N2O3)cc1 (configuration not stated) | 3.8% | 1.6% | -3.0%[46.1 µM] | -11.0% | 7.9% | -3.1% | 5.3% | -2.9%
O=c1[nH]c(=S)n(CCC2=CCCCC2)c(O)c1C=NCc1cccnc1 | -10.2% | 2.5% | -8.5%[46.1 µM] | -5.0% | -9.5% | -5.7% | -2.3% | 0.1%
O=C(CF)NC(NC(=S)Nc1ccccc1O)C(Cl)(Cl)Cl (configuration not stated) | -6.1% | 2.0% | -14.6% | 4.6%[2.34 µM] | 1.8% | 5.3% | 4.5% | -3.3%
CN(C(=O)CN1CC=C(c2ccccc2)CC1)c1c(N)n(Cc2ccccc2)c(=O)[nH]c1=O | 3.8% | 0.8% | -3.7% | -11.2% | -4.2% | -5.1% | -3.8% | -7.3%

The final 2 entries of the part above open the next one:
SMILES | Tau FP inhib | CBFb-RUNX1 inh | NPSR antagonist | Tau fluor cs | TRb-SRC2 inh | GLA spleen mod | Epigenetic reg | TexasRed fluor
O=C(CF)NC(NC(=S)Nc1ccccc1O)C(Cl)(Cl)Cl (configuration not stated) | -6.1% | 2.0% | -14.6% | 4.6%[2.34 µM] | 1.8% | 5.3% | 4.5% | -3.3%
CN(C(=O)CN1CC=C(c2ccccc2)CC1)c1c(N)n(Cc2ccccc2)c(=O)[nH]c1=O | 3.8% | 0.8% | -3.7% | -11.2% | -4.2% | -5.1% | -3.8% | -7.3%
c1nc[n]([Sn]([CH]2CCCCC2)([CH]2CCCCC2)[CH]2CCCCC2)n1 | · | 2.9% | · | · | -8.0% | 0.3% | · | -0.1%
O=C(COC(=O)c1ccc(O)cc1)Nc1ccc(Cl)cc1C(=O)c1ccccc1 | ? | -7.4% | -10.6%[46.1 µM] | ? | -4.1% | 0.1% | 0.0% | -3.7%
CCOC(=O)CCN=Cc1c(O)n(-c2ccc(Br)cc2)c(=O)[nH]c1=O | -2.8% | -1.0% | 6.0%[46.1 µM] | 3.2% | -1.1% | -2.9% | 1.9% | -2.8%
O=C(c1cccnc1)c1cc2ccccc2[nH]1 | 10.2% | -0.3% | 3.6% | 2.1% | 1.1% | 2.4% | 0.9% | -1.5%
CCOC(=O)c1c(NC(=O)c2c(N)n(CCCOC)c3nc4ccccc4nc23)sc2c1CCCC2 | 11.5% | -2.4% | -0.3%[46.1 µM] | ? | 5.4% | -9.0% | 3.8% | 0.6%
Cc1c(N=Nc2c(O)n(C)c(=O)n(C)c2=O)c(=O)n(-c2ccccc2)n1C | -10.9% | ? | 2.3% | -11.3% | 2.3% | -3.0% | -2.0% | -0.2%
COCCOC(=O)c1c(N)n(Cc2ccccc2)c2nc3ccccc3nc12 | -7.4% | 10.7% | -13.2%[46.1 µM] | -20.2% | -3.8% | ? | -1.0% | -0.2%
COc1cc(Cn2c(N)c(C(=O)NCc3ccco3)c3nc4ccccc4nc32)cc(OC)c1OC | ? | 27.0% | -21.8%[46.1 µM] | ? | -1.5% | ? | 1.2% | -6.7%
CCN(CC)C(=O)c1ccc(NC(=O)c2cccc(C(F)(F)F)c2)cc1 | -3.9% | 10.0% | -13.3% | -0.2% | -0.4% | 6.6% | 1.1% | -2.8%
Fc1cccc(C2NCCc3[nH]cnc32)c1 (configuration not stated) | -1.8% | -2.9% | 15.8% | -1.1% | -14.8% | -0.4% | -1.0% | 1.1%
COc1ccc(CCNC(=O)c2c(N)n(CCN3CCOCC3)c3nc4ccccc4nc23)cc1 | 4.9% | 23.8% | -16.7%[46.1 µM] | -28.5% | -10.1% | 4.9% | 0.8% | 2.1%
CNC(=S)N/N=C1\C2CN3CCN(C2)CC1(c1ccccc1)C3 | 1.0% | -2.1% | 4.0% | 7.4% | 1.2% | 1.2% | -3.2% | -2.7%
CC(=O)Nc1ccc([As](=O)(O)c2ccc([N+](=O)[O-])cc2)cc1 | -0.2% | -4.0% | -0.3% | -15.9% | 3.9% | -20.1% | -1.0% | -4.1%
CCOc1ccc(-n2c(O)c(C=Nc3ccc(N(CC)CC)cc3)c(=O)[nH]c2=O)cc1 | -1.3% | -3.5% | -14.1%[46.1 µM] | -25.7% | 0.5% | 10.8% | 1.0% | -5.0%
CN(CC(=O)N[C@H](CO)Cc1ccccc1)C(=O)[C@H](CCS(C)=O)NC(=O)[C@@H](N)Cc1ccc(O)cc1 (some centres not stated) | 0.1% | 12.0% | · | -2.5% | 1.4% | 2.4% | 1.1% | -1.9%
O=S(=O)(c1ccccc1)N1CC1c1ccccc1 (configuration not stated) | -8.9% | -3.0% | 17.0% | -3.3% | -8.4% | -1.2% | -1.1% | 1.3%
Cc1c(C(c2ccc(Cl)cc2Cl)c2c(O)c3ccccc3oc2=O)c(=O)n(-c2ccccc2)n1C (configuration not stated) | -3.7%&-4.1% | 0.6% | -20.0% | -11.9%&-10.6% | -3.9%&-3.8% | -2.6% | 0.1%&-1.0% | 0.8%&-1.9%

Reformatted: 4 of the compounds above.
> Cc1cccc(CN2C(=O)CN=C(c3ccccc3)c3ccccc32)c1
  Tau FP inhib: -11.2%; CBFb-RUNX1 inh: ·; NPSR antagonist: ·; Tau fluor cs: -17.3%; TRb-SRC2 inh: -3.9%; GLA spleen mod: ·; Epigenetic reg: -1.1%; TexasRed fluor: -11.5%
> c1ccc(C2CC3CC(c4ccco4)N2O3)cc1 (configuration not stated)
  Tau FP inhib: 3.8%; CBFb-RUNX1 inh: 1.6%; NPSR antagonist: -3.0%[46.1 µM]; Tau fluor cs: -11.0%; TRb-SRC2 inh: 7.9%; GLA spleen mod: -3.1%; Epigenetic reg: 5.3%; TexasRed fluor: -2.9%
> O=c1[nH]c(=S)n(CCC2=CCCCC2)c(O)c1C=NCc1cccnc1
  Tau FP inhib: -10.2%; CBFb-RUNX1 inh: 2.5%; NPSR antagonist: -8.5%[46.1 µM]; Tau fluor cs: -5.0%; TRb-SRC2 inh: -9.5%; GLA spleen mod: -5.7%; Epigenetic reg: -2.3%; TexasRed fluor: 0.1%
> O=C(CF)NC(NC(=S)Nc1ccccc1O)C(Cl)(Cl)Cl (configuration not stated)
  Tau FP inhib: -6.1%; CBFb-RUNX1 inh: 2.0%; NPSR antagonist: -14.6%; Tau fluor cs: 4.6%[2.34 µM]; TRb-SRC2 inh: 1.8%; GLA spleen mod: 5.3%; Epigenetic reg: 4.5%; TexasRed fluor: -3.3%

2 records drawn at random from the list so far:
SMILES | Tau FP inhib | CBFb-RUNX1 inh | NPSR antagonist | Tau fluor cs | TRb-SRC2 inh | GLA spleen mod | Epigenetic reg | TexasRed fluor
CCN(CC)C(=O)c1ccc(NC(=O)c2cccc(C(F)(F)F)c2)cc1 | -3.9% | 10.0% | -13.3% | -0.2% | -0.4% | 6.6% | 1.1% | -2.8%
CN(C)c1ccc(C=C(C#N)C#N)cc1 | -0.3% | -1.3% | 9.7% | -6.9% | 2.7% | -18.0% | 0.0% | 5.8%
